CHT allo act – allosteric activators of human choline transporter CHT; CHT-expressing cells, membrane potential dye, choline EC20; active compounds read high; LV-AA mutant CHT in HEK293 cells; 310,000 compounds, 0.49% hits; Q9GZV3; B-score at 10 µM;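 active = initial fluorescence not abnormally high and integrated response B-score, plate-corrected, over 3 SD above library mean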
Target sequence (Q9GZV3 whole entry, looked up): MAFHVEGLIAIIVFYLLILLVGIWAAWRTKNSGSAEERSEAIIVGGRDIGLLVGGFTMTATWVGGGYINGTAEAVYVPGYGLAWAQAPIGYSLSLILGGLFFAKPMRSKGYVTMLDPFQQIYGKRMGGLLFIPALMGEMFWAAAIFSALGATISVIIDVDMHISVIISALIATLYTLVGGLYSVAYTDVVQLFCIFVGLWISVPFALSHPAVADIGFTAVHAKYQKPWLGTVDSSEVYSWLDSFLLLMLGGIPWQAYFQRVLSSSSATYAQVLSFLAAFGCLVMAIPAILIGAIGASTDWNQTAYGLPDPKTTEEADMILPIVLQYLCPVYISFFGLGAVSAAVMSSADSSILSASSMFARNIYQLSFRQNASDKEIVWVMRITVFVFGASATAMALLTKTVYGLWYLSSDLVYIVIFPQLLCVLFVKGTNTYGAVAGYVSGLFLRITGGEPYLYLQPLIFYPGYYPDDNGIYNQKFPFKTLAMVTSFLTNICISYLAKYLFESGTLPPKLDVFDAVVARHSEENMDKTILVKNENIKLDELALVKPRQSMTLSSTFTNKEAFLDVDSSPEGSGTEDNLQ
CHT block – inhibitors of human choline transporter CHT; CHT-expressing cells, membrane potential dye, choline response; active compounds read low; B-score at 10 µM; 310,000 compounds, 0.86% hits;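 active = B-score over 3 SD under the library average, and starting fluorescence ratio not unusually high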;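 also: choline stimulus applied at its EC90 after an EC20 pre-addition; B-score computed on integrated fluorescence ratio after choline addition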
The depositor's hits bear a star; i = inactive. Not a hit list, and some 1.5% of all compounds hit somewhere here.

SMILES	CHT allo act	CHT block
CCOC(=O)c1c(C)c(C(=O)N2CCN(c3cccc(Cl)c3)CC2)c(C)n1C	i	i
COc1cc(C)ccc1OCCCCOc1ccccc1C(C)=O	i	i
Cc1ccc(OCCNCC(O)COc2ccccc2)cc1 (stereo not given)	i	i
COc1ccc(Cl)cc1N(CC(=O)NC1CC2CCC1C2)S(=O)(=O)c1ccccc1 (stereo not given)	i	i
CCN1CCN(S(=O)(=O)c2cc3c(cc2Cl)NC(=O)CO3)CC1	i	i
CCOc1ccc2c(c1)C(c1ccccc1)=NNC(c1ccccc1)=N2	i	i
Cc1cc(N/N=C/c2cccc(Br)c2)nc2ccccc12	i	i
Nc1ccc2nn(-c3cc([N+](=O)[O-])ccc3O)nc2c1	i	i
COc1ccc([N+](=O)[O-])cc1NC(=S)Nc1ccccc1	i	i
CCCCC(NC(C)=O)c1nc2ccccc2n1CCCC (stereo not given)	i	i
CC(=O)c1c(C)nn(-c2ccccc2)c1C	i	i
COc1cc(C(=O)NC(=S)Nc2ccc(Cl)cn2)cc(OC)c1OC	i	i
COc1ccc(-c2nnc(SCc3nnc(-c4ccccc4)o3)n2C)cc1OC	i	i
COc1cc(OC)c(OC)cc1/C=C1/C(=O)N=C(N)N1C	i	i
CS(=O)(=O)N1CCN(c2ccccc2NC(=O)c2ccc(-c3ccc(Br)cc3)o2)CC1	i	i
O=C(CCc1nnc(CCc2ccccc2)o1)N1CCCCC1CCn1cccn1 (stereo not given)	i	i
CCOCc1nnc(NC(=O)CSc2ccc(C)cc2)s1	i	i
Cc1ccc(C(=O)Nc2nncs2)cc1S(=O)(=O)N1CCOCC1	i	i
Cc1ccc(N2CC(C(=O)Nc3nc4ccc(S(C)(=O)=O)cc4s3)CC2=O)cc1C (stereo not given)	i	i
CCOc1cc(C(=S)N2CCOCC2)cc(Br)c1OS(=O)(=O)c1ccccc1	i	i
O=C(NC1CCS(=O)(=O)C1)c1ccccc1C(=O)c1ccccc1 (stereo not given)	i	i
COc1ccc(CCNC(=O)c2c(O)c3ccccc3[nH]c2=O)cc1OC	i	i
O=C(NCCCn1ccnc1)/C(=C/c1cccnc1)NC(=O)c1ccco1	i	i
Cn1c(N2CCN(c3ccccn3)CC2)nc2c1c(=O)n(Cc1ccc(Cl)cc1)c(=O)n2C	i	i
COC(=O)c1cccc(/C=N/NC(N)=S)c1O	i	i
CCN(Cc1ccccc1)S(=O)(=O)c1ccc2c(c1)NC(=O)CS2	i	i
CC1(C)CC(=O)C(C=NC2CC(C)(C)NC(C)(C)C2)=C(O)C1	i	i
COc1cccc(NC(=S)N2CCN(c3ccccn3)CC2)c1	i	i
c1ccc(N2CCN(c3ccccc3)C2c2cccs2)cc1	i	i
FC(F)Sc1nnc(-c2cccs2)n1-c1ccccc1	i	i

Reprinted from the part before: 5 compounds; new compounds follow.
SMILES	CHT allo act	CHT block
CCN(Cc1ccccc1)S(=O)(=O)c1ccc2c(c1)NC(=O)CS2	i	i
CC1(C)CC(=O)C(C=NC2CC(C)(C)NC(C)(C)C2)=C(O)C1	i	i
COc1cccc(NC(=S)N2CCN(c3ccccn3)CC2)c1	i	i
c1ccc(N2CCN(c3ccccc3)C2c2cccs2)cc1	i	i
FC(F)Sc1nnc(-c2cccs2)n1-c1ccccc1	i	i
O=C(NNC(=O)C1CC1)Nc1ccc(Cl)cc1	i	i
CNc1nc(N)c([N+](=O)[O-])c(Nc2ccccc2OC)n1	i	i
O=C(NC(=S)N1CCN(c2ccccn2)CC1)c1ccccc1	i	-8.2*
O=C1CCCN1CCC1CCN(C(=O)Nc2ccccc2)CC1	i	i
Nc1nc(SCC(=O)c2cccc([N+](=O)[O-])c2)n[nH]1	i	i
O=C(NCCN1CCCCCC1)C1CCC(CNS(=O)(=O)c2cccc3cccnc23)CC1 (stereo not given)	i	i
CC(C)(C)CC(=O)Nc1cccc2c1CCCC2	i	i
CSc1cccc(NC(=S)N2CCC(c3ccccc3)C2)c1 (stereo not given)	i	i
CCOC(=O)C1=C(C)N=c2s/c(=C3\C(=O)Nc4ccccc43)c(=O)n2C1c1ccc2c(c1)OCO2 (stereo not given)	i	i
CCc1cc(C(=O)N/N=C/c2c(C)[nH]c3ccccc23)cs1	i	i
Cc1ccc(OCC(=O)NNC(=O)CCc2ccccc2)c(Br)c1	i	i
O=C(/C=C/c1ccc2c(c1)OCO2)N1CCN(c2ccccc2F)CC1	i	i
CCN(c1ccccc1)S(=O)(=O)c1cc(NC(=O)CSc2n[nH]c(=O)[nH]c2=O)ccc1Cl	i	i
CC(C)C1Oc2ccccc2N(CC(=O)NCCCN2C(C)CCCC2C)C1=O (stereo not given)	i	i
FC(F)(F)c1cc(CCN2C(=S)NC[C@@H]2c2ccccc2)cc(C(F)(F)F)c1	i	i
COC(=O)c1ccccc1NC(=O)[C@@H]1CCC(=O)N1C1OC(=O)c2c1ccc(OC)c2OC (stereo not given in full)	i	i
COc1cccc(NC(=O)CN(c2ccc([N+](=O)[O-])cc2)S(=O)(=O)c2ccccc2)c1	i	i
CNC(=O)/C(C#N)=C/c1c(N2CCN(c3ccc(OC)cc3)CC2)nc2c(C)cccn2c1=O	i	i
COc1ccc(C(=O)N2CCN(Cc3nc(CC4CC4)no3)CC2)cc1	i	i
C[C@@H]1CC=C[C@H]2[C@H]1C(=O)N(Cc1ccccc1)[C@H]2c1ccc(/C=C/c2ccccc2)cc1F	i	i
COc1ccccc1CCC(=O)NC1CCCN(c2ccc(C(F)(F)F)cn2)C1 (stereo not given)	i	i
CCOC(=O)C1(Cc2cccc(OC)c2)CCCN(C(=O)c2ccc(OC)o2)C1 (stereo not given)	i	i
O=C(Nc1nc2ccc(F)cc2s1)C1=NN(c2ccccc2)C(=O)CC1	i	i
CCc1ccc(NC(=O)CN2C(=O)CSC2=O)cc1	i	i
COc1cc(/C=C/C(=O)OCC(=O)N2CC3(C)CC2CC(C)(C)C3)ccc1O (stereo not given)	i	i
COc1ccc(C(=O)C2CCCN(Cc3cc(Cl)ccc3O)C2)c(OC)c1 (stereo not given)	i	i
Cc1ccc(C)c(OCC(=O)NNC(=O)C2CC2)c1	i	i
Nc1nonc1-n1nnc(C(=O)N/N=C/c2ccccc2Br)c1CN1CCCC1	i	i
CCc1nnc(NC(=O)CCC(=O)N2CCCC2)s1	i	i
COc1ccccc1C(=O)N/N=C(\C)c1ccc(NC(=O)Cc2ccccc2)cc1	i	i
COCCCN(C(=O)Cc1coc2cc(C)c(C)cc12)c1c(N)n(Cc2ccccc2)c(=O)[nH]c1=O	i	i
CN1/C(=C\C=C2/SC(=S)NC2=O)C(C)(C)c2ccccc21	i	i
CN(C)S(=O)(=O)c1cccc(COC(=O)Cc2c(F)cccc2Cl)c1	i	i
CC1CCCC(NC(=O)CSc2nccn2C)C1C (stereo not given)	i	i
Cc1ccc(-c2c(C)sc(=NC(=O)c3ccco3)n2C)cc1	i	i
COCCSc1nnc(NC(=O)C2CC(=O)N(c3ccc(C)cc3)C2)s1 (stereo not given)	i	i
COc1ccc(Oc2cc(Cl)nc(N)n2)cc1	i	i
COc1ccc(-c2csc(NC(=O)c3cccs3)c2C(=O)O)cc1OC	i	i
CCN(CC)C(=O)c1ccc(/C=C/c2c[nH]c3ccccc23)[n+](C)c1	i	i
Cc1[nH]n(-c2ccc(Cl)cc2)c(=O)c1/C=N/n1c(C)nc2ccccc2c1=O	i	i
Cc1onc(-c2ccccc2)c1NC(=O)Nc1c(-c2ccccc2)noc1C	i	i
COc1ccc(C(=O)N2CCCC(c3ccccc3)C2)cc1 (stereo not given)	i	i
Cc1ccc(OCc2ccc(C(=O)NN)o2)cc1C	i	i
O=C(O)C1CSCN1S(=O)(=O)c1cccc2nsnc12 (stereo not given)	i	i
COC(=O)CCC(=O)N1CCc2cc(S(=O)(=O)N3CCc4ccccc43)ccc21	i	i

Structures listed so far shown as hits in CHT block.
Structure,CHT block
O=C(NC(=S)N1CCN(c2ccccn2)CC1)c1ccccc1,-8.2*

Later entries
SMILES	CHT allo act	CHT block
N#CC(c1ccc(Cl)cc1)c1ccc(Cl)nn1 (stereo not given)	i	i
CCOC(=O)C1CCCN(C(=O)c2cccc([N+](=O)[O-])c2C)C1 (stereo not given)	i	i
CCN(C(=O)CN1C(=O)COc2ccc(S(=O)(=O)N3CCCCCC3)cc21)c1cccc(C)c1	i	i
Cn1ncc([N+](=O)[O-])c1C(=O)N/N=C/c1c[nH]c2ccccc12	i	i
CCCCc1ccc(NC(=O)CSC2=C(C#N)C(c3ccco3)C3=C(CCCC3=O)N2)cc1 (stereo not given)	i	i
COc1ccc(Cl)cc1C(=O)NCc1ccc2c(c1)OCO2	i	i
CCC(=O)Nc1ccc(OCC2CCCO2)cc1 (stereo not given)	i	i
O=C(COc1ccc(Cl)cc1Cl)NN1C(=O)/C(=C\c2ccc(Cl)cc2)SC1=S	i	i
CCOC(=O)c1oc2cc(O)ccc2c(=O)c1-c1ccccc1OC	i	i
CCn1c(CSc2nnc(-c3cccnc3)n2-c2ccccc2C)nc2cc(C(=O)O)ccc21	i	i
COCCNC(=O)CSc1nnc(CCCN2C(=O)c3cccc4cccc(c34)C2=O)n1-c1ccccc1	i	i
O=C(c1ccc(S(=O)(=O)N2CCCC2)cc1)N(c1ccc(F)cc1)C1C=CS(=O)(=O)C1 (stereo not given)	i	i
CC(=O)Nc1ccc(NC(=O)C(C)OC(=O)c2cccc(S(=O)(=O)N3CCCC3)c2)cc1 (stereo not given)	i	i
Cc1ccccc1NC(=O)C(c1ccccc1)C1CCCC1 (stereo not given)	i	i
COc1cccc(NC(=O)CSc2nnc(Cc3cccn3C)n2-c2ccc(F)cc2)c1	i	i
CCc1nn(CC(=O)NCCCN(CC)c2cccc(C)c2)c(=O)c2cc3occc3n12	i	i
CCN1C(=O)C2(C(C(=O)c3cc4ccccc4o3)=C(O)C(=O)N2CCCN(C)C)c2ccccc21 (stereo not given)	i	i
O=C(NCCc1nnc2ccc(N3CCCCCC3)nn12)c1ccccc1	i	i
Cc1ccnc(NC(=O)Cn2ccc([N+](=O)[O-])n2)c1	i	i
N#Cc1nc(Cc2ccccc2)oc1NCCc1ccccc1	i	i
CS(=O)(=O)N(Cc1ccccc1)c1ccccc1C(=O)Nc1ccccc1C(=O)NCc1ccco1	i	i
CCOc1ccc(-c2c(C(=O)N/N=C/c3ccc(C)s3)nnn2-c2nonc2N)cc1	i	i
COc1ccc(Cl)cc1NC(=O)CN(C)C(=O)c1n[nH]c2ccccc12	i	i
O=C(CCCOc1ccccc1)Nc1ccc(S(=O)(=O)N2CCOCC2)cc1	i	i
O=C1CSC(c2ccccn2)N1c1ccccc1 (stereo not given)	i	i
CC(OC(=O)Cc1c[nH]c2ccccc12)C(=O)Nc1ccccc1[N+](=O)[O-] (stereo not given)	i	i
Cc1nc(OCC(C)C)c2sc3nc4c(cc3c2n1)COC(C)(C)C4	i	i
O=C1NC(=Nc2ccccc2)S/C1=C\C=C\c1ccco1	i	i
CC(=O)Oc1ccc(/C=C(\NC(=O)c2cccc(Br)c2)C(=O)Nc2ccc(C(=O)O)cc2)cc1	i	i
Cc1ccccc1Cn1ccc(NC(=O)c2cnn3c(C(F)(F)F)cc(-c4ccco4)nc23)n1	i	i

Shown with values under each structure: entries from further up.
Under each structure: CHT allo act | CHT block
> O=C1CSC(c2ccccn2)N1c1ccccc1 (stereo not given)
  i | i
> CC(OC(=O)Cc1c[nH]c2ccccc12)C(=O)Nc1ccccc1[N+](=O)[O-] (stereo not given)
  i | i
> Cc1nc(OCC(C)C)c2sc3nc4c(cc3c2n1)COC(C)(C)C4
  i | i
> O=C1NC(=Nc2ccccc2)S/C1=C\C=C\c1ccco1
  i | i
> CC(=O)Oc1ccc(/C=C(\NC(=O)c2cccc(Br)c2)C(=O)Nc2ccc(C(=O)O)cc2)cc1
  i | i
> Cc1ccccc1Cn1ccc(NC(=O)c2cnn3c(C(F)(F)F)cc(-c4ccco4)nc23)n1
  i | i

(further entries)
SMILES	CHT allo act	CHT block
CC1CCCC(NC(=O)CCNC(=O)c2ccc([N+](=O)[O-])cc2)C1C (stereo not given)	i	i
CN(CC(=O)N1CCCCCC1)S(=O)(=O)c1ccccc1	i	i
CC1CCCCN1C(=O)COC(=O)c1cc([N+](=O)[O-])ccc1N (stereo not given)	i	i
O=C(CSc1nnc(-c2ccccc2NC(=O)c2ccccc2)o1)OC1CCCCC1	i	i
NC(=O)COc1c(-c2ccccc2)oc2ccccc2c1=O	i	i
Cc1ccc(NC(=O)CCn2c(=O)[nH]c3ccsc3c2=O)cc1F	i	i
CC(C)(C)n1nnnc1C(c1ccccn1)N(Cc1ccccc1)Cc1ccc(Cl)cc1 (stereo not given)	i	i
Cc1ccc(NC(=O)CCS(=O)(=O)c2cccc3nonc23)c(Cl)c1	i	i
O=C(NCCc1c[nH]c2ccccc12)C(=O)NCC1CCCO1 (stereo not given)	i	i
Cc1cccc(NC(=O)CCCN2C(=O)c3ccccc3C2=O)n1	i	i
CCOc1ccc(OCC)c(NC(=O)C2CCN(S(=O)(=O)c3c(C)[nH]c(=O)[nH]c3=O)CC2)c1	i	i
N/C(Cc1cccc2ccccc12)=N\OC(=O)c1cccs1	i	i
CSc1nc2c(c(=O)[nH]1)C(c1ccccc1Cl)CC(=O)N2 (stereo not given)	i	i
Fc1ccc(/C=N/n2c(COc3ccccc3)n[nH]c2=S)cc1	i	i
COC(=O)[C@H](Cc1ccccc1)NC(=O)[C@@]1(C)C[C@@H]1[C@@H](NC(=O)OCc1ccccc1)c1ccccc1	i	i
CCN(Cc1ccccc1)C(c1ccc(C)cc1)c1nnnn1C(C)(C)C (stereo not given)	i	i

A draw from above in order of number of heavy atoms, smallest number first:
SMILES	CHT allo act	CHT block
FC(F)Sc1nnc(-c2cccs2)n1-c1ccccc1	i	i
Cc1ccc(NC(=O)CCS(=O)(=O)c2cccc3nonc23)c(Cl)c1	i	i
O=C(NCCc1nnc2ccc(N3CCCCCC3)nn12)c1ccccc1	i	i
